# TDP1 cell noCPT = qHTS for Inhibitors of human tyrosyl-DNA phosphodiesterase 1 (TDP1): qHTS in cells in absence of CPT; DT40 Tdp1-/- hTDP1 cells, no CPT, ATP luminescence, 48 h; Potency, µM (doses to about 46.2 µM), inactives show top-dose activity change, negative = growth inhibition, usual class: inhibitors; actives 15% (n = 420,000); note: nearly all actives have a fitted effect of over 55% in size
#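 Readout: luminescence from CellTiter-Glo after 30 min in the dark at RT. Cells: DT40 Tdp1-/- with stable hTDP1, 400/well. Exposure: compounds alone, ≥48 hr, 37 °C.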
# DT40 TDP1 CPT = growth inhibition of DT40 Tdp1-/-;hTDP1 cells with camptothecin (screen for TDP1 inhibitors). chicken DT40 Tdp1-/-;hTDP1 cells + 20 nM CPT, ATP luminescence, 48 h. Potency, µM (doses to about 46.2 µM), for the others: at the top dose activity change, negative = growth inhibition, actives largely listed as inhibitors. actives 12% (n = 420,000). AID 686979; note: nearly all actives have a fitted effect of over 55% in size
#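 Chicken DT40 Tdp1-/- cells complemented with human TDP1, 400 cells/well, exposed to compounds plus 20 nM camptothecin for at least 48 h at 37 C; viability read as ATP content by CellTiter-Glo luminescence.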
# TDP1 block = TDP1 (human) enzyme inhibition; recombinant TDP1, AlphaScreen DNA substrate cleavage; Q9NUW8; AID 485290; Potency, µM (top dose mostly 130 µM), for the others: top-dose activity change, negative = inhibition, usual class: inhibitors; actives 0.28% (n = 350,000); note: nearly all actives have a fitted effect of over 40% in size
# Target sequence (Q9NUW8 whole entry, looked up): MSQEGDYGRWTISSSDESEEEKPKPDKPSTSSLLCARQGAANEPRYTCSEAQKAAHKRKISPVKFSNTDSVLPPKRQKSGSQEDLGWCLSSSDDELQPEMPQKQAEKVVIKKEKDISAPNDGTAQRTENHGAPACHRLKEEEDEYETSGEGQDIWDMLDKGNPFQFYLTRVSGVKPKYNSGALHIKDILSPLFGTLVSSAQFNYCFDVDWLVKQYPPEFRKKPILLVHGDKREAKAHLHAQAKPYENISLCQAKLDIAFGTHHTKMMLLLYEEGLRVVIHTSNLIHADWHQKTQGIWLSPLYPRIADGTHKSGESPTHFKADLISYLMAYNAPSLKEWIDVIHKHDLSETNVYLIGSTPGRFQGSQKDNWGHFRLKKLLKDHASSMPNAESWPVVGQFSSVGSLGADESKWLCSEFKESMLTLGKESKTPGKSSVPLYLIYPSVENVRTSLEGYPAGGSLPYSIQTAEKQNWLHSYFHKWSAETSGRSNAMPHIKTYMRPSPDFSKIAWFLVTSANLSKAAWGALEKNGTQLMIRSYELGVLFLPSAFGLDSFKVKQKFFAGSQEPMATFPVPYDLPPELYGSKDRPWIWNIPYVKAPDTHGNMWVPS
#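 Tdp1 1 nM final; 15 min RT w/ cpd; substrate 15 nM, 5 min; beads 10 ug/ml, 10 min; AlphaScreen read. Neg ctrl: no enzyme.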
# Active calls of the source: *; ? = inconclusive; nt = not tested or not shown; & = joins results of further samples; ! = a repeat was not active; [ ] = remark or other dose. Calls come from the whole dose curve; as a rule, active = well fitted curve in the direction sought with a large enough effect; inconclusive = small, poorly fitted or top-dose-only effect, or another doubt; inactive = no such curve, though single readings can be large; an effect the other way counts as inactive or inconclusive. % is set by controls: 0 for no effect and ±100 for the full control effect; potency is the fitted concentration of half-maximal effect.
SMILES,TDP1 cell noCPT,DT40 TDP1 CPT,TDP1 block
Cc1ccc(NC(=O)COC(=O)C2CCC(=O)N2)c([N+](=O)[O-])c1 (stereo not given),-1%,-7%,0%
COc1ccc(S(=O)(=O)NC2CCCC2)c(OC)c1,15%,11%,3%
COc1ccc(CCNC(=O)c2ccc3c(c2)N(Cc2ccc(C)cc2)CCS3)cc1OC,16µM*,18µM*,3%&9%
CC(NS(=O)(=O)c1cccc(C(=O)N(C)Cc2ccc(N3CCOCC3)cc2)c1)c1ccccc1 (stereo not given),?,?,nt
Cc1ccc(NC(=O)CO/N=C(\N)c2nonc2N)cc1,-4%,-1%,0%
Cc1nc(SC(C)C(=O)Nc2c(C)n(C)n(-c3ccccc3)c2=O)nc(C)c1C (stereo not given),-9%,19%,0%
COc1ccc(CNC(=O)C2(CC3CC(c4ccccc4)=NO3)CCN(C(=O)Cc3ccc(F)cc3)CC2)cc1 (stereo not given),?,?,nt
CCN(C(=O)c1cccc(S(=O)(=O)N2CCCCC2)c1)C1CCS(=O)(=O)C1 (stereo not given),-22%,-9%,nt
CCOc1ccc(N(C)S(=O)(=O)c2ccc(-c3ccc(=O)[nH]n3)s2)cc1,10%,-21%,4%
O=C(CSc1nc2ccccc2c(=O)n1-c1ccccc1Cl)Nc1cccc(S(=O)(=O)N2CCOCC2)c1,?,15µM*,8%
CC1(C)[C@@H](OC(=O)CCC(=O)O)CC[C@]2(C)[C@H]3C(=O)C=C4[C@@H]5C[C@@](C)(C(=O)O)CC[C@]5(C)CC[C@@]4(C)[C@]3(C)CC[C@@H]12,1%[21.1 µM],-12%[21.1 µM],nt
C[N+](C)(C)C(Cc1ccccc1)C(=O)[O-] (stereo not given),-10%,6%,nt
N#C/C(=C\c1ccc(O)c(O)c1)C(N)=O,30µM*!,?,14%[56.1 µM]
COc1ccc(CN2CCN(C3CCC3)CC2CCO)c(F)c1 (stereo not given),-10%,-12%,2%
COc1ccc(C(=O)CN2C(=O)NC(C)(c3ccc(C)cc3)C2=O)cc1OC (stereo not given),-4%,-23%,8%
COCOc1cc(O)c(C(=O)/C=C/c2ccccc2)c(OCOC)c1,18µM*,15µM*,nt
COC(=O)CCn1nc(-c2ccc(Cl)cc2)c2ccccc2c1=O,?,-24%,-1%
CNc1ccnc(-c2ccccc2CN(C)C)n1,-15%,4%,7%[56.1 µM]
CC(C)(C)c1ccc(/C=C/C(=O)N2CCc3ccccc3C2)cc1,-25%,-11%,4%
COC(=O)n1ccc(C(=O)Nc2ccccc2F)n1,?,0%,4%
COc1ccc(C2(C)NC(=O)NC2=O)cc1OC (stereo not given),0%,-10%,9%
O=C(CCc1nnc(CCCc2ccccc2)o1)NCCN1CCOC1=O,-18%,4%,-1%
CCCC(=O)Nc1ccc2nn(-c3ccc(CC)cc3)nc2c1,?,?,nt
COC(=O)CN(c1ccccn1)S(=O)(=O)c1ccccc1,1%,-10%,6%
COc1ccccc1CNC(=O)COC(=O)c1cc(=O)c2ccccc2o1,18%,-14%,1%
Cc1cccc(-c2ocnc2C(=O)Nc2ccccc2C(=O)N2CCCC2)c1,?,?,4%
CC1CCCN(C(=O)c2cccc(S(=O)(=O)NCc3ccccc3)c2)C1 (stereo not given),?,?,nt
CCCNS(=O)(=O)c1ccc(OCC(=O)N(C)Cc2ccccc2)cc1,6%,-28%,3%
CC(C)CN(C(=O)CN(C)CC(=O)Nc1ccccc1C#N)c1c(N)n(CC(C)C)c(=O)[nH]c1=O,-2%,0%,0%
CCCCCCCCN1C(=O)[C@H](CC(=O)NCC23CC4CC(CC(C4)C2)C3)C[C@@]2(C(=O)OC)CC(C)(C)CC=C12,?,4%,nt
COC(=O)N1CCC2(CCCN(Cc3nccs3)C2)CC1,-12%,7%,nt
COc1cccc(N2CCN(CC(=O)c3c[nH]c4ccc(OC)cc34)CC2C)c1 (stereo not given),21µM*,21µM*,7%
COCC(=O)Nc1sc2c(c1C(=O)OC)CCC(C)C2 (stereo not given),-13%,-28%,7%
Cc1c(Cc2ccccc2)c(=O)oc2c(C)c(OC(C)C(=O)N[C@@H](Cc3ccccc3)C(=O)O)ccc12 (stereo not given in full),-13%,13%,nt
CCOc1ccc(CNC(=O)c2ccc3c(c2)N(CC)CCS3)cc1,?,?,4%
COc1ccc([N+](=O)[O-])cc1N(CC(=O)NCCC1=CCCCC1)S(C)(=O)=O,-22%,-6%,4%
CN(C(=O)COc1ccc2ccc(=O)oc2c1)C1CCS(=O)(=O)C1 (stereo not given),5%,8%,6%
O=c1c2ccccc2nc(/C=C/c2ccc(Br)cc2)n1CCO,23µM*,?,nt
CCOc1ccc(OCC)c(Nc2cc(C)nc3nc(C)nn23)c1,?,18µM*,-5%
CCCCN(C)CCCNC(=O)CN1N=C(c2ccc(OC)cc2)CCC1=O,-10%,-11%,-1%

# Entries shown so far that have a Cl atom, in the order listed:
SMILES,TDP1 cell noCPT,DT40 TDP1 CPT,TDP1 block
O=C(CSc1nc2ccccc2c(=O)n1-c1ccccc1Cl)Nc1cccc(S(=O)(=O)N2CCOCC2)c1,?,15µM*,8%
COC(=O)CCn1nc(-c2ccc(Cl)cc2)c2ccccc2c1=O,?,-24%,-1%

# Next section:
SMILES,TDP1 cell noCPT,DT40 TDP1 CPT,TDP1 block
CC1=CS(=O)(=O)CC1Sc1nc2ccccc2[nH]1 (stereo not given),5%,12%,5%
COc1ccc(NC(=O)c2c(NC(=O)CCC(=O)O)sc3c2CCCCC3)cc1,-18%,-8%,5%
CN1CCN(C(CNC(=O)C(=O)Nc2ccc3c(c2)OCO3)c2ccc(F)cc2)CC1 (stereo not given),-21%,7%,4%[0.505 µM]
CCn1c(C)nc2cc(C(=O)OC(C(F)(F)C(F)F)C(F)(F)C(F)F)ccc21,18µM*,?,5%
CCCCOc1ccc(C2C(=O)N(C3CCCCC3)CC(=O)N2C2CCCCC2)cc1 (stereo not given),-15%,-8%,5%
O=C(CCC(=O)OCC(=O)c1ccc(-c2ccccc2)cc1)Nc1cccc2cccnc12,-18%,-2%,3%
COc1cc([N+](=O)[O-])c2nc(C(=O)O)ccc2c1,-23%,-24%,nt
COc1cc2c(cc1NC(=O)c1cccnc1)oc1ccccc12,?,?,5%
O=C(CCl)Nc1ccc(N=Nc2ccccc2)cc1,?,2.9µM*,2%
COc1ccccc1NCC(=O)c1ccc(Cl)cc1,?,-27%,nt

# Whole records, quoted from the list. Order of screens: TDP1 cell noCPT | DT40 TDP1 CPT | TDP1 block
# COc1ccc(NC(=O)c2c(NC(=O)CCC(=O)O)sc3c2CCCCC3)cc1 reads -18% | -8% | 5%
# CCCCOc1ccc(C2C(=O)N(C3CCCCC3)CC(=O)N2C2CCCCC2)cc1 (stereo not given) reads -15% | -8% | 5%

# (further entries)
SMILES,TDP1 cell noCPT,DT40 TDP1 CPT,TDP1 block
Cc1ccc2nc3sc(C(=O)NCc4ccco4)c(N)c3cc2c1,-1%,-11%,-8%
O=C(COC(=O)C1C2CC3OC(=O)C1C3C2)Nc1ccccc1 (stereo not given),-8%,-15%,0%
CCc1cc(=O)oc2cc(C)cc(OCC(=O)N[C@@H](CSCc3ccccc3)C(=O)O)c12,-17%,5%,nt
CC1CC(NC(=O)c2c(O)nc3sccn3c2=O)CC(C)(C)C1 (stereo not given),?,?,?
O=C1C2C(C(=O)N1c1ccncc1)C1C=CC2C12CC2 (stereo not given),-19%,?,3%
Clc1ccc2nc3c4ccccc4cnn3c2c1,?,6%,0%
COc1cccc(NC(=O)CN2C(=O)NC3(CCc4ccccc43)C2=O)c1 (stereo not given),24%,-13%,2%
Cc1ccc(S(=O)(=O)NCC(=O)N/N=C/c2ccc(Cl)cc2)cc1,-7%,-8%,5%
CN1CCN(S(=O)(=O)c2ccc(Oc3cccc(C(F)(F)F)c3)nc2)CC1,?,?,5%
O=C(NNC(=O)c1ccccc1C(=O)O)c1ccc(S(=O)(=O)N2CCCCC2)cc1,-4%,-2%,4%
O=C(Nc1ccnn1C1CCN(CC2CC=CCC2)CC1)c1ccccc1Cl (stereo not given),26%,2%,1%
COc1cc(OC)cc(C(=O)NNC(=O)CCNS(=O)(=O)c2ccc(Br)cc2)c1,-18%,-26%,0%
CC(C)C[C@H]1COc2cc(N3CC[C@H](O)C3)ccc2S(=O)(=O)N1,-22%,1%,nt
Cc1ccc(/C=C/C(=O)O)cc1S(=O)(=O)Nc1ccc2c(c1)OCO2,-2%,-2%,7%
CCCCCCNS(=O)(=O)c1ccc(Cl)s1,?,-15%,2%
CC(=O)Nc1cccc(NC(=O)CSc2nccn2C2CCCC2)c1,?,?,7%
COCc1cc(C)nc(SCC(=O)Nc2ccc3[nH]c(=O)[nH]c3c2)c1C#N,-15%,18%,1%
Cn1c(SCc2nc3cc(C(=O)O)ccc3c(=O)[nH]2)nnc1C(F)(F)F,-9%,0%,-5%
c1cc2c(cc1-c1csc(NNC3=NCCCCC3)n1)OCCO2,4.6µM*,3.3µM*,10%
COc1ccc(C(=O)OCC(=O)NC23CC4CC(CC(C4)C2)C3)c(OC)c1OC,-27%,-28%,-2%
CCN1C(=O)[C@H]2[C@@H](c3ccc(C)cc3)N[C@]3(CCCN(Cc4ccccc4)C3=O)[C@H]2C1=O,?,-16%,nt
Cc1cc(=O)cc(C)n1-c1ccc(Br)cc1,2%,1%,8%
COc1ccc(NC(=O)CCCn2cnc3ccccc3c2=O)cc1,-4%,10%,nt
COc1cccc2c(Nc3ccccc3C)cc(C)nc12,13µM*,18µM*,5%
COC(=O)c1ccc(COc2ccccc2/C=N/NC(=O)c2cccnc2)cc1,?,?,-8%
CCOc1cc(C(=O)NCc2nnc(SCC(=O)OC)n2C)cc(OCC)c1OCC,-11%,-5%,3%
Cc1ccc2scc(CN3CCCC3)c2c1,-20%,0%,nt
COc1ccc(NC(=S)N(CCCN2CCCCCC2)Cc2cccs2)cc1,-3%,17%,5%
O=[N+]([O-])c1ccccc1N=Nc1ccc(O)cc1O,26µM*,?,nt
O=C(Nc1ccc(SC(F)F)cc1)C1=COCCO1,-14%,-28%,7%

# Structures from the list above that contain a CF3 group:
SMILES,TDP1 cell noCPT,DT40 TDP1 CPT,TDP1 block
CN1CCN(S(=O)(=O)c2ccc(Oc3cccc(C(F)(F)F)c3)nc2)CC1,?,?,5%
Cn1c(SCc2nc3cc(C(=O)O)ccc3c(=O)[nH]2)nnc1C(F)(F)F,-9%,0%,-5%

# (more compounds)
SMILES,TDP1 cell noCPT,DT40 TDP1 CPT,TDP1 block
CC(Cc1cccs1)N(Cc1ccc(Cl)cc1)C(=O)c1ccncc1 (stereo not given),?,-19%,nt
C=CCN(c1ccccc1OC)S(=O)(=O)c1cccc(C(=O)OCC(=O)N2CCOCC2)c1,?,-25%,0%
O=C(CSC1=NCCS1)Nc1nc2c(s1)CCCC2,?,?,6%
CC(NC(=S)Nc1c(Br)cccc1OC(F)F)C(C)(C)C (stereo not given),?,?,3%
O=C(COC(=O)CSc1cc(Cl)ccc1Cl)Nc1ncc(C(F)(F)F)cc1Cl,-7%,-14%,3%
CCn1c(SCC(N)=O)nnc1-c1ccc(S(=O)(=O)N2CCN(C)CC2)cc1,-10%,-1%,0%
CN(C)c1ccc(-c2ccnc3c2CC(C)(C(=O)Nc2cccc(N(C)C)c2)O3)cc1 (stereo not given),-22%,?,nt
Cc1cnc(NC(=O)c2ccc3ncsc3c2)s1,?,-8%,0%
COc1ccc(NC(=O)c2ccc3oc(=O)c(S(=O)(=O)c4ccc(C)cc4)cc3c2)cc1OC,-10%,18%,5%
Cc1[nH]c2ccccc2c1C(=O)CN1CCC(C(N)=O)(N2CCCCC2)CC1,-21%,-1%,2%
O=C(COc1ccc(Cl)cc1)NCCC1=CCCCC1,-15%,-14%,-6%
CC(O)[C@H]1CNC(=O)C(=O)N1CCCCC1CCCCC1 (stereo not given in full),0%,-4%,4%
COc1ccc2c(CNC3CCCC3)c(C(=O)O)n(Cc3ccccc3C)c2c1,?,?,3%
Oc1ccc(-c2csc(NCc3ccco3)n2)cc1,?,?,10%
O=C(/C=C/c1ccccc1)c1ccoc1,?,?,2%
CC(C)c1nc2sc3ccccc3c(=O)c2c(=O)n1Cc1ccccc1,15µM*,16µM*,6%
Cc1ccc(C(=O)N/N=C2\CCSC2)cc1[N+](=O)[O-],-2%,-17%,3%
NC(CCC(=O)NC(CCSC(CC(=O)O)C(=O)O)C(=O)NCC(=O)O)C(=O)O (stereo not given),-4%,-7%,9%[56.1 µM]
Cc1ccccc1C(=O)N1CCc2cc(-c3nc(NC(=O)Cc4ccc5c(c4)OCO5)sc3C)ccc21,6.5µM*,7.3µM*,0%
CC1=NN(c2ccccc2)C(=O)C1C(=O)c1ccc(Cl)cc1 (stereo not given),23µM*,21µM*,8%
COc1cccc(NC(=O)c2ccc(S(=O)(=O)N3CCCC3)cc2)c1,-6%,1%,0%[0.0935 µM]
CCn1nc(C)c(/C=N/NC(=O)c2ccc3c(c2)c(C)c(C)n3Cc2ccccc2)c1C,10µM*,10µM*,12%
CCCc1c(C(=O)N/N=C/c2ccco2)nnn1-c1nonc1N,15%,3%,-3%

# Compound activity as filed in PubChem BioAssay.
